# Source: PubChem (The Scripps Research Institute Molecular Screening Center)
# CHO-K1 Ca antag: counter-screen for M1 antagonists: effect in parental CHO-K1 cells | AID 602250 | inhibition, % at 3 µM | 360,000 tested, 0.6% active | ATP-induced calcium, Fluo-8 fluorescence;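 active means inhibition above a per-plate cutoff, the plate's mean sample inhibition plus 3 SD, cut at about 24% in these data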;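 further: 0% = DMSO plus EC80 ATP and 100% = DMSO alone without ATP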
# M1 antag: human CHRM1 antagonism. P11229. inhibition, % at 3 µM. CHO-K1 hM1, Fluo-8 calcium fluorescence, ACh EC80 antagonist. AID 588852. 360,000 tested, 1.3% active;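 active means percent inhibition above its own plate's cutoff, namely the mean of that plate's compound wells plus 3 SD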;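 further: peak over basal fluorescence ratio during 140 s after agonist addition; 0% = ACh EC80 plus DMSO and 100% = DMSO alone without agonist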
# Target sequence (P11229 whole entry, looked up): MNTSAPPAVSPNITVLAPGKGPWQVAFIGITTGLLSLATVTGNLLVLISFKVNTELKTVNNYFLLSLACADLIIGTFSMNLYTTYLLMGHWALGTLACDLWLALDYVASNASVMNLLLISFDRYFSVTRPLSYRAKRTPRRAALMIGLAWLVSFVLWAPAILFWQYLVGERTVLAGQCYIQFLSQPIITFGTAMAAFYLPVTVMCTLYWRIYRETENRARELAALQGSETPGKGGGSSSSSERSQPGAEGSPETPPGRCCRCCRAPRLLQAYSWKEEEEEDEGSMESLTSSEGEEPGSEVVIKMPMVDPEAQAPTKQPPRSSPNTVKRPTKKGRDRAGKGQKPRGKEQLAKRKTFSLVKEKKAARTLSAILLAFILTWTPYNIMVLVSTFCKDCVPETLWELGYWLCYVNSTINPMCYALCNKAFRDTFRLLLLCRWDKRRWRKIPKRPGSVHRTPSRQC
# M1 PAM: human CHRM1 positive allosteric modulation; activation, % at 3 µM; AID 588819; P11229; CHO-K1 hM1, Fluo-8 calcium fluorescence, ACh EC20; 0% = ACh EC20, 100% = maximal ACh; 360,000 tested, 0.088% active; in the data active means activation above about 19%, passing the limit was not always enough
# M1 ag parental: nonselective activator or artifact in parental CHO-K1 cells. Fluo-8 calcium fluorescence; scaled to maximal ATP response, vehicle zero. activation, % at 3 µM. 360,000 tested, 0.48% active; in the data active means activation above about 15%;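 further: untransfected CHO-K1 host cells lacking M1 receptor as counterscreen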
# CHO parental Ca: counter-screen for OX1R antagonists: effect in parental CHO cells | parental CHO-K1, ATP-induced calcium, Fluo-8 fluorescence | inhibition, % at 5.6 µM | 330,000 tested, 0.63% active;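 active means inhibition above that plate's mean sample inhibition plus 3 SD, cut at about 26% in these data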;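 further: 0% = ATP-challenged DMSO wells and 100% = DMSO wells without ATP; some compounds past the cut are filed as inactive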
#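 Assay system: untransfected parental CHO cell line. Also added: ATP agonist challenge. Dosing: one dose, 5.6 µM nominal. Measured by: Fluo-8 fluorescence. Read-out: % inhibition. Benchmarks: ATP wells versus no-ATP DMSO wells. Repeats: no replicates.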
# TAAR1 ag: human TAAR1 agonism. AID 624467. Q96RJ0. 360,000 tested, 0.99% active. CHO RD-HGA16 TAAR1, Fluo-8 calcium fluorescence; vehicle wells 0%, saturating PEA agonist 100%. activation, % at 3 µM;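 active means activation above the mean activation of all test compounds in the run plus 3 SD, cut at about 38% in these data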
# Target sequence (Q96RJ0 whole entry, looked up): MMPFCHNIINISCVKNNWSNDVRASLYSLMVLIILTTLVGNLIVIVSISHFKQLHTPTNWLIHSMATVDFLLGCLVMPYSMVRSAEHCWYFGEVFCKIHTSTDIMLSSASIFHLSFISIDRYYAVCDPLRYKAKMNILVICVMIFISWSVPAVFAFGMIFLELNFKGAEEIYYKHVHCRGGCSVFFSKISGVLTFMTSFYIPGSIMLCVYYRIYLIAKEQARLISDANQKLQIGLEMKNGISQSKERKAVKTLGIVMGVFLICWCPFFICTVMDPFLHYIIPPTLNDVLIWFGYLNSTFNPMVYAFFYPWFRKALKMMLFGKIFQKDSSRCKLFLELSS
#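 test system = CHO RD-HGA16 cells carrying human TAAR1 plus Gα16 | schedule = 17-24 h seeding, 75 min 37 °C dye, 30 min RT | compound dosing = 3 µM single concentration | control set = DMSO and PEA EC100 | replicates = n 1 | signal = Fluo-8 fluorescence, 5 s baseline then 140 s kinetic read | measure = percent activation vs PEA EC100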
# CHO-K1 Ca PAM: nonselective activator or artifact in parental CHO-K1 calcium assay. ATP EC20, Fluo-8 calcium fluorescence; 0% at ATP EC20, 100% at ATP max. activation, % at 3 µM. 360,000 tested, 0.02% active. AID 602247;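 active means activation above the run cutoff, the mean activation of all test compounds plus 3 SD, cut at about 40% in these data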;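 further: peak over basal fluorescence ratio in a 140 s read after ATP addition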
# CHRM1 agonist: human M1 muscarinic receptor agonism; 360,000 tested, 0.33% active; CHO-K1 hM1, Fluo-8 calcium fluorescence, agonist mode; 0% DMSO, 100% acetylcholine EC100; activation, % at 3 µM; P11229; AID 588814;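 active means activation above the run's mean compound activation plus 3 SD, cut at about 16% in these data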;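 further: peak over basal fluorescence ratio within a 140 s kinetic read after compound addition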
# TAAR1 antagonist: antagonists of human TAAR1. Q96RJ0. inhibition, % at 3 µM. AID 624466. 360,000 tested, 1.5% active. CHO RD-HGA16 TAAR1, Fluo-8 calcium fluorescence, antagonist;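 active means inhibition above a per-plate cutoff, the mean inhibition of test compounds on that plate plus 3 SD, cut at about 49% in these data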;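 further: 0% = DMSO plus EC80 beta-PEA response and 100% = DMSO alone without agonist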
#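 test system = CHO RD-HGA16 cells bearing hTAAR1 | replication = singlicate | controls = DMSO-only wells and EC80 β-PEA-stimulated wells | reagent = EC80 β-phenethylamine stimulus | read-out basis = percent inhibition of PEA-evoked calcium signal, max/basal emission ratio | schedule = seeding 17-24 h prior, 75-min 37 °C, 30-min RT dye loading | signal = kinetic Fluo-8 calcium fluorescence measurement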
# * marks the source's active call; other numbers are inactive results; nt = no result given. Not a hit list; any-hit rate near 4.4%.
no.	Molecule	CHO-K1 Ca antag	M1 antag	M1 PAM	M1 ag parental	CHO parental Ca	TAAR1 ag	CHO-K1 Ca PAM	CHRM1 agonist	TAAR1 antagonist
1	O=C(c1sc2ccccc2c1Cl)N(Cc1ccccc1)C1CCS(=O)(=O)C1 (stereo not given)	1	-1	8	0.8	-6	9	3	-4	-3
2	C/C(=N/NC(=O)Cc1c(C)[nH][nH]c1=O)c1ccc(O)cc1	19	1	8	0.1	0	2	0	2	-10
3	COc1ccnc(Nc2cccc(C)c2)c1C#N	-15	-3	3	0.6	1	13	18	-6	-5
4	O=C(Nc1ccn(Cc2ccc(Cl)cc2)n1)c1ccccc1	-16	-1	3	2.2	-2	3	13	1	-11
5	O=C(CCCN1C(=O)c2ccccc2C1=O)Nc1nnc(C2CC2)s1	0	-3	8	-0.5	-11	1	15	-8	12
6	COc1ccccc1NC(=O)Cn1c(CN2CCCCC2)nc2ccccc2c1=O	-8	-18	10	0.4	-20	6	-5	-4	-6
7	Cc1noc(C)c1COc1ccc(C(=O)NCC2CCCO2)cc1 (stereo not given)	-9	-2	6	0.6	0	1	26	-2	-3
8	O=Cc1ccc(C(=O)OCC(=O)N2CCCC2)cc1	-5	-10	5	0.1	9	4	7	-1	1
9	O=C(Nc1nnc(S(=O)(=O)N2CCCCC2)s1)c1ccc(Cl)cc1	-2	3	-1	0.2	-1	2	19	-3	15
10	CCOC(=O)c1cccc(NC(=O)COC)c1	-15	-8	7	8.2	-11	0	19	-3	-13
11	O=C(Nc1c2c(nn1-c1ccc(F)cc1)CS(=O)C2)C12CC3CC(CC(C3)C1)C2 (stereo not given)	-14	-7	8	0.9	-13	2	23	-4	-1
12	Cc1ccn2c(-c3n[nH]c(=S)n3Cc3ccccc3)c(C)nc2c1	-3	-7	14	0.6	-1	0	27	-3	-14
13	O=Cc1c(NCc2ccc(Cl)cc2)c2ccccc2[nH]c1=O	2	7	-4	1.8	-11	1	3	-6	12
14	COc1ccc(CNC(=O)C(c2ccncc2)N(C(=O)Cc2cccs2)c2ccccc2)cc1 (stereo not given)	9	3	0	0.1	nt	10	-9	-5	-1
15	COCCNC(=S)Nc1ccccc1Cc1ccccc1	-18	0	5	1.8	-11	4	21	-3	7
16	CCn1c(SCc2c(Cl)cccc2Cl)nc2nc3c(cc2c1=O)CCCC3	12	9	-5	-0.4	-16	8	4	-4	-33
17	COC(=O)c1cc2sc(Cl)cc2n1CC(=O)N1CCCc2ccccc21	1	-4	-1	-0.9	-19	nt	5	-7	nt
18	O=C(/C=C/c1ccccc1)Nc1ccc(C(=O)N2CCCCC2)cc1	-11	-11	5	1.4	-15	4	8	-5	6
19	CC(C)(C)NC(=O)C(c1ccncc1)N(C(=O)c1csnn1)c1cccc2ccccc12 (stereo not given)	5	4	0	0.1	-12	-1	-14	-3	14
20	Cc1cc(C)n(Cc2ccc(C(=O)O)cc2)n1	7	-35	15	0.0	-4	11	9	2	-16
21	COC(=O)COc1ccc(C2Nc3c(Cl)ccc(C(=O)O)c3C3C=CCC32)cc1 (stereo not given)	4	3	0	11	-10	-1	12	-3	-9
22	CN[C@H](C(=O)NC[C@H]1O[C@@H](n2cnc3c(N)ncnc32)[C@H](O)[C@@H]1O)[C@@H](C)OCc1ccccc1	-1	-2	5	0.1	-10	0	12	-2	5
23	COc1ccc(CCNS(=O)(=O)c2cccc(S(=O)(=O)N3CCCC3)c2)cc1OC	6	-2	-1	0.5	nt	4	-6	-3	4
24	O=C(COc1ccc2c(c1)OCO2)Nc1nncs1	-13	-1	6	-0.1	5	-1	8	-3	-7
25	Cc1coc2cc3oc(=O)c(CCC(=O)NCCCN4CCOCC4)c(C)c3cc12	0	-4	1	1.8	-11	2	17	-4	-14
26	O=C(C1CCCO1)N1CCN(c2ccccn2)CC1 (stereo not given)	-7	7	5	9.3	-3	1	6	-3	-6
27	Cn1c(CCNC(=O)c2cccs2)nnc1SCC(=O)Nc1nc(-c2ccccc2)cs1	-15	-3	-3	4.0	-20	10	8	-6	22
28	O=C(NCCc1nnc2ccc(NCc3ccccc3Cl)nn12)c1ccccc1	6	-22	0	1.0	-21	4	-18	-6	5
29	CCn1c(SCc2nc3cc(OC)c(OC)cc3c(=O)[nH]2)nnc1-c1ccncc1	-4	5	0	0.6	-10	13	7	-8	2
30	CC(C)Cc1cc(C(=O)NCc2cccs2)no1	-11	-5	-2	1.4	-10	3	9	-5	-13
31	O=C1NC[C@H](CCCCN2C[C@H](Cc3ccc(O)cc3)N(CCc3ccccc3)C(=O)C2=O)N(CCc2ccc(O)cc2)C1=O	3	nt	nt	0.5	nt	5	-10	nt	-16
32	COc1ccc(CN2CCNC(=O)C2CC(=O)NCCc2nc(C)c(C)s2)c(OC)c1 (stereo not given)	-10	-12	5	0.3	-5	0	14	-4	-6

# Sorted by formula weight (smallest number first): eight of the compounds above
no.	Molecule	CHO-K1 Ca antag	M1 antag	M1 PAM	M1 ag parental	CHO parental Ca	TAAR1 ag	CHO-K1 Ca PAM	CHRM1 agonist	TAAR1 antagonist
30	CC(C)Cc1cc(C(=O)NCc2cccs2)no1	-11	-5	-2	1.4	-10	3	9	-5	-13
24	O=C(COc1ccc2c(c1)OCO2)Nc1nncs1	-13	-1	6	-0.1	5	-1	8	-3	-7
28	O=C(NCCc1nnc2ccc(NCc3ccccc3Cl)nn12)c1ccccc1	6	-22	0	1.0	-21	4	-18	-6	5
25	Cc1coc2cc3oc(=O)c(CCC(=O)NCCCN4CCOCC4)c(C)c3cc12	0	-4	1	1.8	-11	2	17	-4	-14
32	COc1ccc(CN2CCNC(=O)C2CC(=O)NCCc2nc(C)c(C)s2)c(OC)c1 (stereo not given)	-10	-12	5	0.3	-5	0	14	-4	-6
23	COc1ccc(CCNS(=O)(=O)c2cccc(S(=O)(=O)N3CCCC3)c2)cc1OC	6	-2	-1	0.5	nt	4	-6	-3	4
27	Cn1c(CCNC(=O)c2cccs2)nnc1SCC(=O)Nc1nc(-c2ccccc2)cs1	-15	-3	-3	4.0	-20	10	8	-6	22
31	O=C1NC[C@H](CCCCN2C[C@H](Cc3ccc(O)cc3)N(CCc3ccccc3)C(=O)C2=O)N(CCc2ccc(O)cc2)C1=O	3	nt	nt	0.5	nt	5	-10	nt	-16

# (further entries)
No.	mol	CHO-K1 Ca antag	M1 antag	M1 PAM	M1 ag parental	CHO parental Ca	TAAR1 ag	CHO-K1 Ca PAM	CHRM1 agonist	TAAR1 antagonist
33	Cc1ccc(NC(=O)NNC(=O)c2snnc2C)cc1	-10	2	8	0.4	8	0	1	-3	9
34	CCOC(=O)NC1Cc2ccccc2C1Sc1ccccn1 (stereo not given)	-9	-5	0	0.1	-14	-1	12	-6	-6
35	COc1cccc(CNC(=O)CN2C(=O)CCSc3ccc(S(=O)(=O)N4CCCC4)cc32)c1	-6	-11	2	1.2	-31	3	-1	-4	-18
36	N#CC1=C(N2CCOCC2)/C(=C\c2ccccc2)CC1	-16	-8	7	4.6	-16	3	33	-7	31
37	Cc1oc2ccc(OCc3ccc(Br)cc3)cc2c1C(=O)O	2	-7	11	0.8	-9	-2	4	-6	1
38	O=c1[nH]c(=S)[nH]c2c1C(c1cc([N+](=O)[O-])c(N3CCOCC3)cc1N1CCOCC1)O2 (stereo not given)	7	16	-17	3.9	-6	5	5	-4	10
39	O=C(c1cccn(Cc2ccc(Cl)c(Cl)c2)c1=O)N1CCOCC1	0	3	6	0.4	4	2	7	-3	5
40	CCCC[C@@H]1CNCCN1CC1(c2ccccc2)CC1	-8	0	7	1.5	-8	9	-1	-7	16
41	Cc1ccc(NC(=S)NNc2ncc(C(F)(F)F)cc2Cl)c(C)c1	1	-2	0	1.3	-18	15	-3	-1	7
42	COc1ccc2c(c1)OC1=C(C(=O)CCC1)C2C1=C(O)CCCC1=O (stereo not given)	5	13	-2	2.1	-15	-1	-3	-4	-7
43	CC(C)COC(=O)N1CC(O)CC1C(=O)Nc1ccc2c(c1)OCO2 (stereo not given)	-8	-12	10	0.2	6	1	-15	-1	3
44	CCSc1nc2sc3c(c2c(=O)n1-c1ccccc1)CCN(C(C)C)C3	-12	14	-11	0.7	nt	0	3	-10	6
45	COc1ccc(Br)cc1CN1C(=O)NC2(CCCCCC2)C1=O	1	4	4	0.3	-16	-1	-4	-2	7
46	CC(C)(C)c1ccc(-c2nnc(SCC(=O)NC3CC3)o2)cc1	-14	-8	15	6.2	-11	1	3	5	5
47	Cc1ccc(S(=O)(=O)N2CCOCC2)c2nsnc12	-4	-4	7	0.2	-11	11	11	-2	11
48	Cc1cccc(NC(=O)c2ccccc2NC(=O)c2ccco2)c1	-6	-3	1	0.3	-8	0	7	-3	9
49	Cc1ccc(NC(=O)Nc2nnc(CSCCOc3ccc(Cl)cc3)s2)cc1	-8	-2	3	0.5	-3	7	12	-4	6
50	CC(Sc1nnc(C(F)(F)F)n1C)C(=O)Nc1ccc(N2CCOCC2)cc1 (stereo not given)	-16	-11	11	0.4	-1	4	12	-4	-8
51	CCCc1nc(SCC(=O)O)c2sc(=S)n(-c3ccccc3)c2n1	-5	11	-2	0.6	-15	-1	-10	-4	-6
52	COc1ccc(S(=O)(=O)c2snnc2C)cc1	3	9	-3	0.4	-1	1	-10	-8	-24
53	C/C(=C\COc1ccc2ccc(=O)oc2c1)CC[C@@H](O)C(C)(C)O	-8	-12	9	0.9	-4	10	9	1	21
54	CN(CC(=O)NCCc1ccc(S(N)(=O)=O)cc1)S(=O)(=O)/C=C/c1ccccc1	-7	-4	4	0.7	-2	2	-3	-6	15
55	Cc1nnc(C)c2c(C)n(Cc3ccc4c(c3)OCO4)c(C)c12	24*	14	-12	0.4	-9	3	-8	-6	1
56	CC(=O)N(Cc1cc(=O)[nH]c2ccccc12)c1ccccc1	-11	5	-1	0.2	12	8	18	-5	8
